D1 potentiator: human D1 dopamine receptor positive modulation | P21728 | HEK293 TREx D1 cells, calcium flux, dopamine EC20 potentiation | potentiation, % at 10 µM | hit rate 0.036% among 360,000 | AID 504651; in the data active = potentiation above about 30%; also: 0% is about no effect
Target sequence (P21728 whole entry, looked up): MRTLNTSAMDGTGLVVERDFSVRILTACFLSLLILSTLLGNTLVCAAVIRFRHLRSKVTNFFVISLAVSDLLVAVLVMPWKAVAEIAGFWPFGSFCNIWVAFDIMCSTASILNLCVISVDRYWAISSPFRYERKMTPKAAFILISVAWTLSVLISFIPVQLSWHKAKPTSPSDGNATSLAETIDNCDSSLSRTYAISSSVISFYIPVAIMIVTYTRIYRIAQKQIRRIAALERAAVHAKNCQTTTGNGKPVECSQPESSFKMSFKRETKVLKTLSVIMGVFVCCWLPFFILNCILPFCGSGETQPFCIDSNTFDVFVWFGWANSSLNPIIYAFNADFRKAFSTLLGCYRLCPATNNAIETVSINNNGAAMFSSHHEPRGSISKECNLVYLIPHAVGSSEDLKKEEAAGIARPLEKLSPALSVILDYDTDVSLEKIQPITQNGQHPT
RXFP1 antagonist: blocks the human relaxin receptor RXFP1; Q9HBX9; HEK293-RXFP1, relaxin-stimulated cAMP HTRF, 30 min; active compounds read low; activity change, negative = inhibition, % at 57.5 µM; hit rate 0.59% among 350,000;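 active = activity change of -60% or lower, but not beyond a set lower limit; inconclusive = change between -60% and -40%, or beyond the set limit; inactive = change above -40%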; also: % is scaled to controls: 0 for no effect and ±100 for the full control effect
GRP78 ERSR act: inducers of ER stress response in human glioma cells; U87-MG GRP78 promoter luciferase reporter, 16 h; Potency, µM, for inactives: at the highest dose activation, most hits filed as activators; hit rate 0.02% among 420,000; AID 602332; also: potency is read from the fitted curve at half-maximal effect; series mostly up to about 76 µM; % of control where 0% means no effect; nearly all actives have a fitted effect of over 35% in size
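Stably transfected U87-MG glioma cells carrying a GRP78-based luciferase sensor; 16 h compound incubation. Luminescence end-point read 10 min after Bright-Glo addition at room temperature.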
RXFP1 agonist: RXFP1 (human) receptor agonism. hit rate 0.3% among 370,000. AID 2676. Q9HBX9. Potency, µM (series often up to 57.5 µM), for inactives: at the top dose activation, hits mostly activators. HEK293T-RXFP1 cAMP TR-FRET, 30 min; response scale: percent of porcine relaxin response, buffer zero; also: potency is read from the fitted curve at half-maximal effect; % is scaled to controls: 0 for no effect and ±100 for the full control effect; nearly all actives have a fitted effect of over 60% in size; many of its hits are not listed in these tables
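Agonist response is measured as cAMP accumulation in an RXFP1-transfected HEK293T line under PDE4 inhibition. Values are scaled between buffer-only and 29 nM porcine relaxin, and EC50s come from standard Hill equation fits.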
Vif-A3G inh: Vif-A3G binding inhibition; hit rate 0.076% among 410,000; AID 602310; Potency, µM (series often up to 46.1 µM), without a hit: at the highest dose activity, negative = active, most hits filed as inhibitors; HeLa A3G-eYFP + Vif (tagged APOBEC3G with the HIV-1 protein that degrades it), YFP fluorescence, overnight;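 also: potency is read from the fitted curve at half-maximal effect; % is scaled to controls: 0 for no effect and ±100 for the full control effect; nearly all actives have a fitted effect of over 60% in size; hits raise eYFP signal because A3G escapes Vif-driven loss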
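HeLa cells stably expressing Vif and C-terminally eYFP-tagged A3G, seeded overnight at 37 deg C, then exposed to compound by pintool overnight at 37 deg C. Rise in yellow fluorescence (Ex 488/Em 500-530, Acumen) marks blocked Vif-driven A3G degradation.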
D1 antag: human D1 dopamine receptor antagonism; P21728; activity change, negative = inhibition, % at 10 µM; HEK293 TREx D1 cells, calcium flux, dopamine EC80; active compounds read low; hit rate 3.2% among 360,000; in the data active = activity change below about -30%; also: % is scaled to controls: 0 for no effect and ±100 for the full control effect
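Kinetic fluorescence of a calcium dye serves as the read-out. D1-expressing Hek293 Trex cells, induced overnight at 30 C, are exposed to compound for 180 s before an EC80 dopamine addition, then read 180 s further.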
D2 potentiator: positively modulates the human D2 dopamine receptor allosterically. HEK293 T-REx D2, calcium flux, EC20 dopamine potentiation. potentiation, % at 10 µM. hit rate 0.34% among 340,000. P14416. AID 485347;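 active = potentiation over 3 SD above the plate norm, cut at about 30% in these data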; also: 0% is about no effect
Target sequence (P14416 whole entry, looked up): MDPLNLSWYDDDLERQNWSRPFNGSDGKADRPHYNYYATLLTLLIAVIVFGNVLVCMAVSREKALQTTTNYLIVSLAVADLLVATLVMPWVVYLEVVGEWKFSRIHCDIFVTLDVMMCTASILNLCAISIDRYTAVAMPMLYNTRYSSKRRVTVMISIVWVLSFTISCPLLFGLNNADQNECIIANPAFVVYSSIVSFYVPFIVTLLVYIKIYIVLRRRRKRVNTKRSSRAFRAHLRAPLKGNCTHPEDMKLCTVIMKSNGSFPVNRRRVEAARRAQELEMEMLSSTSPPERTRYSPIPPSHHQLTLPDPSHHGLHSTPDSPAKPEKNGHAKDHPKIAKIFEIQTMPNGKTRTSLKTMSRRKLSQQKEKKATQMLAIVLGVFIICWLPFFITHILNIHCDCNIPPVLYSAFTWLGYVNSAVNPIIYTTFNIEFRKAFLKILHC
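Calcium flux readout, no-wash dye, 1 read/s. Inducible HEK293 Trex D2 line, overnight 30 C. Compound alone 180 s (agonist flags), then EC20 dopamine, another 180 s to score potentiation.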
Vif-APOBEC3F blk: blocks the Vif interaction with APOBEC3F. HeLa A3F-eYFP + Vif (tagged APOBEC3F with the HIV-1 protein that degrades it), YFP fluorescence increase. Potency, µM (doses to about 46.1 µM), without a hit: at the top dose activity, negative = active. hit rate 0.2% among 390,000. AID 602313; also: potency is read from the fitted curve at half-maximal effect; % of control where 0% means no effect; nearly all actives have a fitted effect of over 65% in size
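HeLa cells stably expressing A3F-eYFP plus Vif, plated and incubated overnight at 37 deg C, then exposed to compounds overnight at 37 deg C. Blocked degradation read as raised yellow fluorescence (Ex 488/Em 500-530).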
D1 ag: activates the human D1 dopamine receptor; P21728; HEK293 T-REx D1 cells, calcium flux, agonist mode; activation, % at 2 µM; hit rate 1% among 360,000; AID 504660; in the data active = activation above about 30%; also: 0% is about no effect
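Inducible HEK293 T-REx D1 cells, force-coupled to calcium signalling, were plated at 4000 cells/well with tetracycline and held overnight at 30 C. After no-wash calcium dye loading, compound-evoked calcium rise over 180 s flagged agonists.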
* marks the source's active call; other numbers are inactive results; ? = inconclusive; nt = no result given; & = joins results of further samples. Unless noted, calls follow the shape of the dose curve; as a rule, active = well fitted curve in the direction sought with a large enough effect; inconclusive = small, poorly fitted or top-dose-only effect, or another doubt; inactive = no such curve, though single readings can be large; an effect the other way counts as inactive or inconclusive. A portion of the library, so the mix of outcomes need not match the whole.

no.	mol	D1 potentiator	RXFP1 antagonist	GRP78 ERSR act	RXFP1 agonist	Vif-A3G inh	D1 antag	D2 potentiator	Vif-APOBEC3F blk	D1 ag
1	CCc1ccc(N2CC(C)Cn3c2nc2c3c(=O)n(CC(=O)O)c(=O)n2C)cc1 (stereo not drawn)	-2	nt	-2%	-0.5%	1%	25	0	-1%	1
2	Cc1ccc(-c2nnc(-c3ccccc3)c(-c3ccccc3)n2)cc1	8	-33	-2%	-1.5%	-6%	26	4	-11%	7
3	Cc1ccc(COC(=O)Cc2coc3cc(O)ccc23)cc1	-9	-6	-5%	0.1%	-7%	-13	-2	-6%	2
4	Cc1nnc(N2CCCC(C(=O)NCc3cccc(F)c3)C2)c2nn(-c3ccccc3)c(C)c12 (stereo not drawn)	0	-21	-5%	22%	-5%	47	10	-4%	2
5	CCCCc1ccc(NC(=O)CC(C)=O)cc1	-7	4	6%	0.6%	-1%	22	-8	2%	2
6	Cc1nnc(SCc2ccccc2)c2cc3sccc3n12	7	-2	nt	26%	nt	10	2	nt	2
7	COCCc1nn2c(=O)cc(COC(=O)COc3ccccc3C)nc2s1	0	nt	-4%	2.4%	3%	0	6	0%	9
8	C#Cc1ccc([C@H]2C=C(C(=O)N3CCOCC3)O[C@@H](OCc3ccc(CO)cc3)C2)cc1	-4	nt	-4%	0.1%	0%	4	2	9%	-3
9	COc1ccccc1N1CCN(S(=O)(=O)c2cc3[nH]c(=O)c(=O)[nH]c3cc2C)CC1	3&2	-39&5	0%&-4%	-0.6%&5.8%	2%&2%	-3&15	5&3	-3%&1%	3&0
10	COc1ccc2c(c1)CC/C(=C\C=C\c1ccccc1)C2=O	4	-5	-4%	0.2%	0%	-13	-5	0%	11
11	COc1ccccc1C(=O)COC(=O)CN1C(=O)NC2(CCCC2)C1=O	-6	-3	-3%	0.2%	-4%	10	-9	-15%	0
12	N#Cc1ccccc1COc1ccc(/C=C/C(=O)O)cc1	7	-11	-15%	-0.4%	1%	-19	0	2%	2

Brought forward from above: 2 entries, then new ones.
no.	mol	D1 potentiator	RXFP1 antagonist	GRP78 ERSR act	RXFP1 agonist	Vif-A3G inh	D1 antag	D2 potentiator	Vif-APOBEC3F blk	D1 ag
11	COc1ccccc1C(=O)COC(=O)CN1C(=O)NC2(CCCC2)C1=O	-6	-3	-3%	0.2%	-4%	10	-9	-15%	0
12	N#Cc1ccccc1COc1ccc(/C=C/C(=O)O)cc1	7	-11	-15%	-0.4%	1%	-19	0	2%	2
13	Cc1cc(NC(=O)COC(=O)c2ccccc2O)no1	nt	-3	-2%	nt	-1%	nt	nt	8%	nt
14	c1ccc(OCCCCn2cnc3ccccc32)cc1	-5	3	-1%	-0.9%	7%	-20	7	7%	9
15	CC1CC(C)CN(C(=O)CSCC(=O)Nc2nc(-c3cccs3)cs2)C1 (stereo not drawn)	-3	-20	0%	0.0%	-4%	-22	5	-2%	0
16	Cc1ccc(CSc2nnc(-c3cnccn3)n2C)cc1	0	-3	5%	-0.5%	-1%	-7	7	3%	1
17	Cc1cc(NC(=O)C2CC(=O)N(c3ccccc3C)C2)no1 (stereo not drawn)	-2	-1	2%	-0.2%	2%	6	23	10%	2
18	O=C(/C=C/c1cccc([N+](=O)[O-])c1)NCCSCc1c(Cl)cccc1Cl	1	-18	-3%	2.1%	2%	-5	-6	-22%	5
19	CC(C)Oc1ccc(C(=O)NCC(=O)O)cc1	-1	-13	-4%	-2.7%	7%	0	-1	-7%	4
20	CCC1COCCS(=O)(=O)N1Cc1ccccc1F (stereo not drawn)	-5	nt	-4%&-4%	0.0%	0%&0%	3	2	-16%	1
21	CC1CC(C)CN(CCCNC(=O)c2ccc(CNS(=O)(=O)c3ccc(F)cc3)cc2)C1 (stereo not drawn)	-7	15	-4%	3.5%	5%	2	nt	4%	5
22	Cc1cc(C2=CC(=O)C[C@H](c3ccc(F)cc3)C2)ccc1F	nt	-2	1%	nt	0%	nt	nt	-3%	nt
23	O=C1CCN(C(=O)Nc2ccccc2Cl)N1	1	3	-1%	-0.9%	-1%	8	7	3%	0
24	O=C(COC(=O)c1ncc(Cl)c(Cl)c1Cl)NC(=O)NCc1ccccc1	-5	-18	-6%	-0.3%	0%	7	22	-10%	1
25	O=C(Nc1cc(Cl)ccc1Cl)c1ccc(-c2ccccc2)cc1	-1	3	8%	5.6%	-4%	-34*	-9	-12%	12
26	O=C(NC(=S)Nc1nc2c(s1)CSc1ccccc1-2)c1ccccc1	-1	-3	-2%	9.6%	0%	-10	2	-3%	1
27	CC1(C)CC(=O)C2=C(C1)N(c1ccc(F)cc1)C(N)=C(C#N)C2c1cccs1 (stereo not drawn)	-5	-18	1%	2.6%	-1%	7	11	-11%	0
28	O=C(COc1ccccc1)Nc1ccccc1C(=O)NC1CC1	-1	1	-3%	-0.5%	1%	0	8	-4%	0
29	Cc1ccc2cccc(OCCCOc3ccccc3F)c2n1	-14	-4	4%	-0.7%	6%	-49*	5	-13%	6
30	O=c1c(/C=N/O)c(Nc2ccccc2)nc2ccccn12	-2	4	-2%	1.9%	2%	-19	-7	4%	4
31	O=C(NCC(c1ccco1)N1CCc2ccccc2C1)c1ccccc1Cl (stereo not drawn)	-2	-8	-5%	0.4%	-1%	-14	2	8%	1
32	CC(O)CNCCCOc1ccc(Cl)cc1C(C)(C)C (stereo not drawn)	11	-61*	-7%	-0.7%	-2%	13	-14	1%	9
33	CCN(Cc1ccccc1)C(=O)Cn1cc2c(n1)CCCC2	0	-4	0%	1.7%	-4%	-14	-2	2%	0
34	C=CCOc1c(Br)cc(/C=N/NC(=O)Cc2ccc(C(F)(F)F)cc2[N+](=O)[O-])cc1OC	-5	6	-4%	-0.8%	0%	10	-6	-2%	4
35	COc1ccccc1C(=O)NCCn1cc(SCC(=O)NCC2CCCO2)c2ccccc21 (stereo not drawn)	0	-27	-2%	0.4%	1%	-12	3	-3%	6
36	Cc1cc(NC(=O)c2cccc(S(=O)(=O)Nc3cccc(C(=O)O)c3)c2)no1	2	-2	-9%	-0.2%	-2%	-3	-6	-1%	-1
37	CC(=O)NCC1COc2ccccc2O1 (stereo not drawn)	-9	2	-1%	3.0%	-1%	-11	-11	7%	2
38	COc1cc(/C=N/n2c(C)n[nH]c2=S)ccc1OCc1ccc(F)cc1	-6	-7	0%	2.4%	-1%	9	-1	-9%	1
39	c1nc(SSc2ncnc3nc[nH]c23)c2[nH]cnc2n1	nt	-1	-8%	nt	-19%	nt	nt	-24%	nt
40	N=c1n(CCN2CCOCC2)c2ccccc2n1CC(=O)c1ccc(Cl)c(Cl)c1	-1	5	1%	0.2%	2%	6	-2	4%	5
41	C/C(=N\Nc1nc2ccccc2s1)c1ccc2c(c1)OCO2	-3	-28	3%	3.1%	-7%	-3	-6	?	1
42	O=C(Nc1cccc(Cl)c1)C(Cc1ccccc1)n1cccc1 (stereo not drawn)	-4	-9	-4%	-0.8%	-3%	-1	-6	-18%	2
43	COC(=O)c1cc(NS(=O)(=O)c2ccc(N3CCCCC3)c([N+](=O)[O-])c2)cc(C(=O)OC)c1	-7	2	-6%	2.8%	-3%	9	-1	5%	2
44	NC(=S)NNc1ccc(Cl)c(Cl)c1	-2	0	-5%	-1.3%	2%	8	7	0%	5
45	Cc1ccc(C[n+]2ccccc2)cc1	-1	nt	-5%	-0.7%	-7%	8	-9	0%	2
46	Cc1ccc(N2CCN(C(=O)c3ccc(Nc4nc5ccccc5n5nnnc45)cc3)CC2)c(C)c1	-4	-9	-2%	5.2%	0%	-15	-8	3%	1
47	CCC1(C)N=C(c2ccc3c(c2)OCO3)CC(c2ccccc2O)N1 (stereo not drawn)	-1	4	7%	1.4%	-22%	-5	-3	-8%	8
48	Cc1[nH]ccc(=O)c1OCC(=O)O	-6	1	-4%	1.7%	1%	7	3	-4%	1
49	CSc1cnc2c(=O)[nH]c(=O)n(C)c2n1	0	0	-1%	5.1%	-8%	7	0	-6%	4
50	CCn1c(/C=C/c2ccccc2Cl)nc2ccccc2c1=O	-4	-13	7%	-0.2%	-11%	6	-3	5%	1
51	COc1ccccc1-n1c(C)nc2cc(C(=O)NCCN3CCOCC3)ccc21	-7	6	0%	1.6%	3%	3	-21	2%	3
52	CC1CCc2sc(C(=O)NNS(=O)(=O)c3ccc(F)c(F)c3F)cc2C1 (stereo not drawn)	2	-4	-6%	-0.4%	-8%	2	7	5%	1
53	CNC(=O)Nc1ccc2nc(C)oc2c1	-9	4	-2%	-0.8%	1%	-2	10	3%	4
54	CN(C)/C=N/C(=S)Nc1ccccc1Cl	11	4	1%	0.1%	0%	2	-1	-5%	3
55	Cc1ccc2c(C)c(C(=O)NCCN3CCOC3=O)oc2c1C	2	-5	-1%	-1.8%	-5%	-6	-21	-5%	0
56	C/C(=N\O)C(=O)C(CN1CCCCC1)CN1CCCCC1	-4	3	-3%	-0.1%	2%	0	8	-27%	2
57	Cc1ccccc1CN(C)C(=O)CNC(=O)c1ccc2ccccc2c1	-7	-14	2%	-1.3%	0%	7	-8	-5%	1
58	C[C@@H]1CN([C@@H](C)CO)C(=O)CCCn2nncc2CO[C@H]1CN(C)S(=O)(=O)c1ccc(Oc2ccccc2)cc1	nt	5	-4%	nt	1%	nt	nt	-2%	nt
59	CCN(C(=O)CSc1nnnn1-c1ccccc1)c1c(N)n(Cc2ccccc2)c(=O)[nH]c1=O	-4	nt	-4%	0.0%	-1%	7	-6	3%	-1
60	CCOc1ccc(C(=O)Nc2cccc(-c3nc4cccnc4s3)c2C)cc1OCC	-2	18	-1%	3.2%	-2%	-19	-9	1%	2
61	Cc1cc(OC(=O)c2c(Cl)cc(Cl)cc2Cl)nc(C)n1	2	8	-2%	5.0%	-11%	15	6	-10%	1
62	O=C(NNC(=O)C1CCN(S(=O)(=O)c2c(Cl)cccc2Cl)CC1)c1ccccc1O	-3	?	-4%	1.5%	-4%	11	-12	-5%	7
63	Cc1ccc(NC(=O)CSc2nnc([C@H](C)NC(=O)OC(C)(C)C)o2)c(C)c1	1	-9	-1%	1.0%	-3%	9	4	-9%	1

Compound activity (PubChem)
